High-throughput results (PubChem)
RAD54 inh = RAD54 (human) branch migration inhibition. RAD54 Holliday junction branch migration, FAM/BHQ fluorescence. Q92698. 360,000 tested, 0.14% active. inhibition, % at 10.4 µM;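 active = mean normalized replicate activity at least 40 and at least half of replicates scoring 40 or more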;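 note: 0% = median of neutral control wells and 100% = median of positive control wells; inhibitors cause a drop in the FAM fluorescence signal; in these data hits start at about 50%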
E-selectin induc = E-selectin induction on HUVECs; P16581; HUVEC E-selectin immunofluorescence imaging; normalized: neutral wells 0, TNF-alpha wells 100; activation, % at 7.58 µM; 260,000 tested, 0.37% active;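 active = mean E-selectin-positive cell signal at least 10% of the positive control, reached in at least 60% of replicates, without over 20% cell loss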;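 note: in these data hits start at about 27%; measured in HUVEC primary endothelial cells; signal is the percent of cells scored E-selectin positive by PE staining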
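System: HUVEC / Compound: single concentration / Signal: immunofluorescence imaging / Read-out: percent E-selectin-positive cells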
S100A4 MyoIIA = S100A4-myosin IIA interaction inhibition. S100A4/TAMRA-MyoIIA peptide fluorescence polarization. inhibition, % at 10.7 µM. 360,000 tested, 0.14% active. AID 652163;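 active = mean inhibition of at least 70% across replicates, with every replicate also reaching that level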
Target sequence (P26447 whole entry, looked up): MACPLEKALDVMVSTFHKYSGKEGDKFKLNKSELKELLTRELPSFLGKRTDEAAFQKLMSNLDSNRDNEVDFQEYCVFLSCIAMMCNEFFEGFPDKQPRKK
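incubation = readout 5 min after mixing, signal stable up to 60 min | system = S100A4 monomer protein | buffer or medium = HEPES pH 7.2 with CaCl2, KCl, NaCl, DTT, Triton | benchmarks = neutral control DMSO, positive control TFP | also added = fluorescent myosin IIA peptide, 5 nM | compound dosing = one concentration per compound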
esBAF inh = SWI/SNF esBAF complex inhibition; mouse ES cells, Bmi1-luciferase knock-in reporter, 24 h; 100% = twice the neutral-well signal; reporter increase, % at 12.5 µM; 350,000 tested, 2% active; in the data active = activation above about 40%;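 note: 0% = median of the plate's neutral control wells and 100% = double that signal; a rise in the Bmi1 reporter signal indicates esBAF inhibition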
RAD52 anneal inh = RAD52 (human) annealing inhibition; P43351; recombinant RAD52 DNA annealing, FRET fluorescence; inhibition, % at 18.7 µM; 360,000 tested, 0.46% active; AID 651710;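 active = every replicate showing at least 50% inhibition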
Target sequence (P43351 whole entry, looked up): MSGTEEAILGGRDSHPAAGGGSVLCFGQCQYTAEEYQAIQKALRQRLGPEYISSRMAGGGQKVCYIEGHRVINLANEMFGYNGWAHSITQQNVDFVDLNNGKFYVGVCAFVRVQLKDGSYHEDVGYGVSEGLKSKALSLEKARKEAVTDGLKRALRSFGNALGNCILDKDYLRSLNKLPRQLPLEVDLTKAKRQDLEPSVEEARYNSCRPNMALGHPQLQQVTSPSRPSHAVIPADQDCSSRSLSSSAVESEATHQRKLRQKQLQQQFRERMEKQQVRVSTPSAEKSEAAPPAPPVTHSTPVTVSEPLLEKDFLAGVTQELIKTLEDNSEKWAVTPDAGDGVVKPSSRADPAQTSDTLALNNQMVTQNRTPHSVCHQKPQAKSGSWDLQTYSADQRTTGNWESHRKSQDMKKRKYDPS
XiGFP reactiv = activators of X-chromosome reactivation in mouse fibroblasts. XiGFP mouse fibroblasts, % GFP-positive cells imaging, 3 d; cells co-treated with 5-aza-dC sensitizer; scaled so ellipticine positive control = 100%. activation, % at 7.58 µM. 360,000 tested, 0.055% active. AID 743238;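 active = mean normalized replicate activation at least 10% and every replicate at or above 10%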;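 note: 0% = median of on-plate neutral control wells and 100% = ellipticine 6 µM median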
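System: 68-5-11 XiGFP fibroblast line | Buffer or medium: DMEM containing 5-aza-dC | Compound: Single point | Times: Compounds 3 days, fix/stain 15 min at room temperature | Benchmarks: Positive control ellipticine, 6 µM final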
EWS-Fli block = blocks EWS/Fli oncoprotein-driven transcription; A673 NR0B1-luciferase reporter, viability-normalised; inhibition, % at 12.6 µM; 350,000 tested, 0.67% active; AID 651661;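 active = mean inhibition of at least 50% after viability correction, with every replicate also passing that limit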;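 note: firefly luciferase signal divided by Alamar Blue viability fluorescence both relative to DMSO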
FN deposition inh = fibronectin deposition inhibition; AH1F fibroblasts, Alexa488-fibronectin deposition fluorescence, overnight; inhibition, % at 12.6 µM; 350,000 tested, 0.086% active; AID 743247;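 active = mean inhibition across replicates of 30% or more, regardless of how many single replicates reach that level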;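 note: positive control wells lacked labelled fibronectin entirely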
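Assay system: AH1F fibroblasts / Quantity: 10000 cells per well / Medium: DMEM plus 2% serum, read in PBS / Reagent: labelled fibronectin 24 nM / Dosing: single dose, pinned / Times: 1 h cell attachment, overnight exposure to compound and label / Signal: fluorescence, ex 485 nm, em 525 nm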
* = called active by the depositor; i = inactive; x = no result given; & = joins results of further samples.

SMILES | RAD54 inh | E-selectin induc | S100A4 MyoIIA | esBAF inh | RAD52 anneal inh | XiGFP reactiv | EWS-Fli block | FN deposition inh
CC(C)NC(=O)N(C)C[C@@H]1Oc2c(NC(=O)c3cnccn3)cccc2C(=O)N([C@H](C)CO)C[C@@H]1C | 6 | 18 | -5 | 2 | 2 | -0.1 | x | x
CCCN(C)C1CN(Cc2cn(Cc3ccc(C)cc3)nn2)S(=O)(=O)C1 (configuration not stated) | x | 0.0 | -1 | x | 2 | -0.1 | -1 | 16
C[C@@H]1CCCCO[C@@H](CN(C)Cc2ccccc2)[C@H](C)CN([C@@H](C)CO)C(=O)c2cc(NC(=O)Nc3ccc(F)cc3)ccc2O1 | 1 | -0.1 | 9 | 1 | 41 | 0.1 | -3 | x
COc1ccc(OC)c(NC(=O)CN2C(=O)C3(OCCCO3)c3ccccc32)c1 | 4 | x | -4 | 2 | -10 | x | -4 | x
O=C(NCC1CCCO1)c1cc(-c2ccccc2)nc2ccccc12 (configuration not stated) | x | 0.3 | -2 | x | -15 | 0.0 | 7 | -1
C=C(C)CN1C(=O)C(C)SC1=NN=C1SCC(=O)N1C (configuration not stated) | 0 | x | -1 | -11 | -7 | 0.0 | 11 | 6
CCN(C1CCCCC1)S(=O)(=O)c1cc2c3c(c1)CCN3C(=O)CC2 | 2 | 2.1 | 1 | -1 | 0 | 0.1 | 6 | 1
COC(=O)c1c(NC(=O)COc2ccc(Cl)cc2Cl)sc2c1CC(C)(C)NC2(C)C | 6 | 1.0 | -2 | -61 | -4 | 0.1 | x | x
Cc1ccc(S(=O)(=O)Nc2ccc3c(c2)C(=O)N([C@H](C)CO)C[C@H](C)[C@@H](CN(C)S(C)(=O)=O)OCCCC[C@@H](C)O3)cc1 | 1 | -0.2 | -6 | 0 | 7 | 0.0 | -12 | 5
C=CCn1c(SCC(=O)NCC)nc2sc3c(c2c1=O)CCC3 | x | 0.0 | 8 | -8 | -16 | 0.2 | 10 | 6
C[C@@H]1CN([C@@H](C)CO)C(=O)c2cc(NC(=O)C3CCCCC3)ccc2O[C@@H](C)CCCCO[C@H]1CN(C)Cc1ccncc1 | 11 | -0.2 | 5 | -11 | -13 | -0.1 | -8 | x
O=C(Nc1ccccc1)OCc1cnc(Cl)s1 | -1 | 2.5 | -5 | 1 | -7 | 0.2 | -23 | 4
CC(C)(C)OC(=O)CNC(=O)c1[nH]cnc1C(=O)NC1CCNCC1 | -17 | -0.1 | 1 | 1 | 3 | -0.2 | -5 | -6
CCOC(=O)[C@]12CCCC=C1N(Cc1ccc3c(c1)OCO3)C(=O)[C@H](CC(=O)NCc1cccc(C(F)(F)F)c1)C2 | x | -0.1 | 0 | x | 7 | -0.1 | 21 | -11
Cc1ccc(S(=O)(=O)Nc2ccc3c(c2)n(C)c(=O)n3C)cc1 | -2 | x | -1 | -5 | -8 | 0.1 | 28 | 3
CC(=O)OC[C@@H]1CN(Cc2ccccc2)C[C@H](n2cnc3c(N4CCCC4)ncnc32)O1 | 2 | x | -1 | 3 | -48 | 0.0 | 1 | -6
COc1ccc(NC(=O)Nc2ccc3c(c2)CC(=O)N([C@@H](C)CO)C[C@H](C)[C@H](CN(C)S(=O)(=O)c2cn(C)cn2)O3)cc1 | 3 | x | -8 | 2 | -15 | -1.0 | -3 | x
COCC(=O)N1[C@H](CO)[C@H](c2ccc(C#CCC3CCCC3)cc2)[C@@H]1C#N | -7 | 0.3 | x | -3 | -2 | 0.0 | -10 | 4
COc1cc(/C=C/C(=O)OCC(=O)Nc2cc(S(=O)(=O)N3CCOCC3)ccc2Cl)cc(OC)c1OC | 9 | -0.2 | 4 | x | -16 | 0.2 | -1 | -5
CCCCN(CCCC)CCCNC(=O)C12CN(Cc3ccccc3)CC1C(c1cccc([N+](=O)[O-])c1)=NO2 (configuration not stated) | -4 | x | -2 | 2 | -42 | 0.1 | 12 | -8
COc1cc2ccc3c(CCN(C)C)cc(OC)c(OC)c3c2cc1OC | 35 | x | 1 | 3 | 40 | 0.1 | 3 | 2
C[C@@H]1CN([C@@H](C)CO)C(=O)c2cc(C#Cc3cccc(F)c3)cnc2O[C@@H]1CN(C)CC1CCCC1 | -1 | -0.3 | 0 | 3 | -6 | 0.0 | -3 | x
N#Cc1ccc(NCCc2ccccn2)c([N+](=O)[O-])c1 | 8 | x | 0 | 7 | -19 | 0.1 | 0 | -7
Cc1cc(NC(=O)CS(=O)(=O)c2cn(Cc3cccc(Br)c3)c3ccccc23)no1 | 9 | 0.3 | -5 | 15 | -18 | 0.2 | -9 | 8
Cc1cc(C(=O)COC(=O)c2ccc(Cl)c(S(N)(=O)=O)c2)c(C)n1CC1CCCO1 (configuration not stated) | x | 0.9 | -5 | x | -15 | -0.1 | -28 | -16

The list continues.
SMILES | RAD54 inh | E-selectin induc | S100A4 MyoIIA | esBAF inh | RAD52 anneal inh | XiGFP reactiv | EWS-Fli block | FN deposition inh
COC(=O)CCCn1cc(CN2CC(N3CCN(CCN(C)C)CC3)CS2(=O)=O)nn1 (configuration not stated) | x | -0.1 | -4 | x | -24 | 0.0 | 6 | 5
C[C@@H]1CCCCO[C@@H](CN(C)S(=O)(=O)c2cn(C)cn2)[C@@H](C)CN([C@@H](C)CO)C(=O)c2cc(NC(=O)C3CCCCC3)ccc2O1 | -1 | -0.1 | 19 | -1 | 4 | -0.7 | -9 | x
CN(C(=O)c1ccc(NC(=O)Cc2ccc(NC(=O)C3CCN(C(=O)c4ccccc4)CC3)cc2)cc1)C1CC1 | -2 | x | 3 | 6 | -173 | 0.2 | -12 | 7
CC1=CC2=NC(=O)/C(=C/c3coc4ccccc4c3=O)C(=N)N2O1 | -53 | 1.2 | 5 | x | i | 0.0 | 9 | 3
COc1ccc(-c2[nH]ncc2/C=N/NC(=O)c2ccc(Br)cc2)c(OC)c1 | 13 | x | -5 | x | 6 | 0.2 | 1 | 3
Cc1ccc(NC(=O)NC2CCN(S(=O)(=O)c3ccc(F)cc3)CC2)cc1 | -1 | x | 5 | 5 | -3 | x | -5 | x
COc1cccc(NC(=O)CN(C)C(=O)c2cc3c(s2)CCC3)c1 | x | 0.4 | -3 | x | -9 | -0.1 | -27 | 3
C[C@H](CO)N1C[C@H](C)[C@@H](CN(C)S(=O)(=O)c2cccs2)OCc2cn(nn2)CCCC1=O | 7&-7 | 2.9 | -1&2 | 1&-6 | -17&5 | -0.8 | 1&4 | 10&5
CCN(CC)c1ccc(NC(=O)CN2CCN(CC(=O)Nc3ccccc3OC)CC2)cc1 | -2 | -0.3 | 1 | -1 | -3 | 0.1 | -2 | 1
CNC[C@@H]1Oc2ccc(NC(=O)Nc3ccccc3)cc2CC(=O)N([C@@H](C)CO)C[C@H]1C | -10 | x | 2 | -2 | 0 | x | -7 | x
Cc1noc(C)c1NC(=O)Nc1ccc2c(c1)CC(=O)N([C@@H](C)CO)C[C@@H](C)[C@H](CN(C)CC1CC1)O2 | -9 | -0.1 | -4 | 1 | -2 | -1.1 | -1 | 1
COc1ccc(Nc2ccc([N+](=O)[O-])c3nonc23)c(OC)c1 | 10 | -0.2 | -2 | -2 | -5 | 0.0 | -67 | 13
COc1ccc(NC(=O)Nc2ccc3c(c2)[C@H]2C[C@H](CC(=O)N4CCOCC4)O[C@@H](CO)[C@H]2O3)cc1 | 2 | -0.1 | x | 1 | x | -0.1 | 5 | -9
Cc1cccc(OCC(=O)NCC(=O)N/N=C/c2ccc([N+](=O)[O-])cc2)c1 | x | x | 2 | -5 | -6 | 0.0 | 5 | x
CC(C)N1CCN(c2ccncc2S(=O)(=O)N2CCCCC2)CC1 | -8 | 1.1 | 1 | x | 2 | 0.3 | 0 | 1
C=CCn1c(SCC(=O)Nc2cc(C)on2)nnc1-c1ccccc1F | 5 | -0.1 | -1 | -5 | -4 | 0.4 | -1 | -9
O=c1[nH]nc(-c2cccs2)c2ccccc12 | 3 | x | -7 | 0 | -14 | 0.0 | 8 | 6
COc1ccc(N2CCN(C3CCCCC3NS(=O)(=O)c3ccc(Cl)cc3)CC2)cc1 (configuration not stated) | 2 | 1.1 | -1 | -3 | -9 | 0.0 | 0 | -2
OC(COc1ccc2cc(Br)ccc2c1)CN1CCOCC1 (configuration not stated) | 0 | x | -4 | 20 | 3 | x | x | 3
COc1ccc(C2=NN(CCC(=O)NCc3cccs3)C(=O)CC2)cc1 | -4 | 6.9 | -5 | -5 | -15 | 0.2 | 1 | 6
COc1ccccc1CNC(=O)C[C@H]1CC[C@H]2[C@H](COc3ccc(NS(=O)(=O)c4ccc(C)cc4)cc3C(=O)N2C)O1 | 3 | -0.1 | -18 | -10 | -9 | 0.2 | -9 | 3
O=C(Nc1ccc(F)cc1)c1cc(Cl)sc1Cl | x | -2.2 | -2 | x | -14 | -0.1 | -59 | 10
O=C(O)CC(NCc1ccco1)C(=O)OCCCl (configuration not stated) | x | x | 1 | x | 3 | 0.0 | -4 | x
CN1CCN(CC(=O)Nc2cccc([N+](=O)[O-])c2)CC1 | -1 | x | -3 | -7 | -6 | 0.0 | 6 | 1
COC(=O)C[C@@H]1CC[C@@H]2[C@H](COc3ccc(NS(=O)(=O)c4ccc(F)cc4)cc3C(=O)N2C)O1 | 4 | -0.1 | x | -5 | 3 | 0.0 | 6 | -10

Going on with the list:
SMILES | RAD54 inh | E-selectin induc | S100A4 MyoIIA | esBAF inh | RAD52 anneal inh | XiGFP reactiv | EWS-Fli block | FN deposition inh
Cc1noc(C)c1CSCC(=O)Nc1ccc(OC(F)F)c(Cl)c1 | -13 | x | 1 | 2 | -4 | 0.1 | 4 | -2
O=C(Nc1ccc(F)cc1)N1C[C@H]2[C@@H](c3ccccc31)[C@H](CO)N2C(=O)c1cccnc1 | 14 | 0.0 | x | 8 | 2 | 0.3 | -6 | -10
COc1ccc(C(O)c2nc3ccccc3n2C(C)C)cc1 (configuration not stated) | -13 | x | -1 | 2 | 0 | -0.2 | 3 | 9
C/C(=N\Nc1ccc([N+](=O)[O-])cc1[N+](=O)[O-])C(C)C(C)C (configuration not stated) | x | 5.6 | -8 | x | -16 | 0.2 | -1 | -7
CNS(=O)(=O)c1ccc(NC(=S)Nc2ccc3c(c2)OCO3)cc1 | x | 1.3 | -3 | x | -25 | 0.0 | -18 | -12
CC1(C)CC(=O)C(c2ccccc2)(c2ccccc2)C(=O)C1 | -2 | -0.1 | -1 | 2 | -13 | 0.2 | -2 | 5

Arranged by formula weight (largest number first): some entries from above.
SMILES | RAD54 inh | E-selectin induc | S100A4 MyoIIA | esBAF inh | RAD52 anneal inh | XiGFP reactiv | EWS-Fli block | FN deposition inh
COC(=O)C[C@@H]1CC[C@@H]2[C@H](COc3ccc(NS(=O)(=O)c4ccc(F)cc4)cc3C(=O)N2C)O1 | 4 | -0.1 | x | -5 | 3 | 0.0 | 6 | -10
O=C(Nc1ccc(F)cc1)N1C[C@H]2[C@@H](c3ccccc31)[C@H](CO)N2C(=O)c1cccnc1 | 14 | 0.0 | x | 8 | 2 | 0.3 | -6 | -10
C/C(=N\Nc1ccc([N+](=O)[O-])cc1[N+](=O)[O-])C(C)C(C)C (configuration not stated) | x | 5.6 | -8 | x | -16 | 0.2 | -1 | -7
CC1(C)CC(=O)C(c2ccccc2)(c2ccccc2)C(=O)C1 | -2 | -0.1 | -1 | 2 | -13 | 0.2 | -2 | 5
CN1CCN(CC(=O)Nc2cccc([N+](=O)[O-])c2)CC1 | -1 | x | -3 | -7 | -6 | 0.0 | 6 | 1
